Bioassay records: PubChem BioAssay, several laboratories
NS5 inhibitors = Dengue-2 NS5 methyltransferase inhibitors, primary screen, biochemical, confirmation dose response (AID 588689); Dengue-2 NS5 methyltransferase capping enzyme assay, biochemical; higher % means a stronger effect; inhibition, % at 25 µM, or IC50 in µM where a hit was titrated; 0.3% of 340,000 active; in the data active = a potency from the dose series; inconclusive = inhibition above about 29% without an active follow-up result
NTR1 agonist = agonists of NTR1, primary screen, imaging, U2OS cells, beta-arrestin-GFP, high content (AID 493036). P30989. NTR1-U2OS beta-arrestin-GFP spot imaging, agonist mode. activation, % at 20 µM. 0.17% of 330,000 active;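 active = activation at or above 40% of the spot to cytoplasm intensity ratio, with at least 20 cells analyzed; inconclusive = wells under 20 cells, flagged as cytotoxic or low count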;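 note: 0% = DMSO without peptide and 100% = 100 nM NTR1 peptide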
Target sequence (P30989 whole entry, looked up): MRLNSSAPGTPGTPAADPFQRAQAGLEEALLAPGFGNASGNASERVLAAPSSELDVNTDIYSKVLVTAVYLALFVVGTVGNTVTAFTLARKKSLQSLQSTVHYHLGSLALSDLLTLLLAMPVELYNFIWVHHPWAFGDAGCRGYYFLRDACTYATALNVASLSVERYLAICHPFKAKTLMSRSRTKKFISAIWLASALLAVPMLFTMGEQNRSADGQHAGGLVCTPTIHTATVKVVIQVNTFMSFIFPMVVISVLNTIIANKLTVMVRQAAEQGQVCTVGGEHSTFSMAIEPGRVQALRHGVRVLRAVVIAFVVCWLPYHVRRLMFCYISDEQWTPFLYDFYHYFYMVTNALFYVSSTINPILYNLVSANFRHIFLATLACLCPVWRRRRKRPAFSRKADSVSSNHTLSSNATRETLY
Large T inhibition = SV40 large T antigen inhibitors, biochemical (AID 1903) | 0.39% of 310,000 active | inhibition, % at 20 µM, or IC50 in µM where a hit was titrated | SV40 large T antigen ATPase/helicase inhibition assay; higher % means a stronger effect; in the data active = a potency from the dose series; inconclusive = inhibition mostly from about 32% at the one dose, without a potency; inactive = the rest, 99 in 100 with inhibition below about 32%; note: strong numbers were not always called active
PhoP inhibition = inhibitors of PhoP regulon expression, primary screen, Salmonella Typhimurium, GFP reporter (AID 1863). S. Typhimurium PhoP-regulated promoter GFP reporter, 4 h; higher % means a stronger effect. inhibition, % at 50 µM, or IC50 in µM where a hit was titrated. 0.16% of 300,000 active;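 active = inhibition over 29.93%, a cutoff 3 SD above the screen mean, later confirmed by dose response; inconclusive = inhibition over 29.93% but no dose response follow-up; inactive = inhibition at most 29.93% or unconfirmed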;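 note: 0% = low Mg2+ inducing control and 100% = high Mg2+ repressing control; strong numbers were not always called active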
UTI89 phage lysis = protection from phage-mediated lysis, alamar blue read-out – E. coli UTI89, K1F phage, bacterial capsule biogenesis inhibitors (AID 488966) | 0.02% of 340,000 active | one-dose inhibition, % at 100 µM; IC50 in µM for titrated hits | E. coli UTI89 K1F phage lysis, alamar blue, 2 h; higher % means a stronger effect;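 active = phage lysis inhibition, versus mean bacterial control, above a set limit; inconclusive = no clear call, values can overlap the other calls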;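 note: capsule biogenesis inhibitors block K1F phage lysis so surviving cells raise fluorescence; higher fluorescence means more inhibition of phage lysis; actives were called in the ten point dose series up to 300 µM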
West Nile antiviral = West Nile virus antiviral activity, cell-based, CPE readout (AID 1621). West Nile virus-infected cells, CPE inhibition; higher % means a stronger effect. one-dose CPE inhibition, % at 10 µM; IC50 in µM for titrated hits. 0.02% of 290,000 active; in the data active = a potency from the dose series; inconclusive = CPE inhibition mostly from about 3.7% at the one dose, without a potency; inactive = the rest, 99 in 100 with CPE inhibition below about 2.2%; note: strong numbers were not always called active
T cell modulator = T cell immune modulators affecting CD8 T cell-vesicle binding; 0.068% of 330,000 active; calls only at 7 µM; 2C CD8+ T cell-vesicle binding, flow cytometry; stronger effect = lower value;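 active = response, share of CD8 T cells binding vesicles, and their 90th percentile fluorescence all below set limits, cut at about 80% in these data, passing the limit was not always enough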
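incubation = binding step 1.5 h, 37 °C, antibody labelling 20 min, ice | test system = 2C mouse CD8+ T cells | read-out basis = percent CD8+ FL2 mean versus row control | controls = Peptide-free naked vesicles (low) and QL9 vesicles with 0.7% DMSO vehicle (high) | detection = flow cytometry of vesicle-bound cells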
MgcRacGAP inhibition = MgcRacGAP GTPase-activating activity inhibitors, confirmation, biochemical, ADP Hunter fluorescence. MgcRacGAP-stimulated Rac1 GTP hydrolysis, ADP Hunter fluorescence; higher % means a stronger effect; GST-tagged Rac1 F28L mutant substrate. one-dose inhibition, % at 30 µM; IC50 in µM for titrated hits. 0.6% of 340,000 active;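 active = first-screen hits whose inhibition reached a set limit at any dose in the follow-up dose series; inconclusive = inhibition above the set first-screen limit but never retested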;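 note: fluorescence reports GDP produced by GAP-driven GTP hydrolysis; strong numbers were not always called active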
RSV antiviral HEp-2 = inhibition of RSV-induced cytopathic effect – HEp-2 cells, primary 10 µM value included (AID 2391); HEp-2 cells, RSV-induced CPE inhibition; higher % means a stronger effect; one-dose CPE inhibition, % at 10 µM; IC50 in µM for titrated hits; 0.13% of 310,000 active; in the data active = a potency from the dose series; inconclusive = CPE inhibition mostly from about 23% at the one dose, without a potency; inactive = the rest, 99 in 100 with CPE inhibition below about 21%; note: strong numbers were not always called active
T cell modulator vesicle-bound % = further read-out of T cell modulator, marked with its call; double positive events, %; measured here: CD8+ vesicle-bound cell fraction;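 binding gate set so that unloaded-vesicle control wells show 10% double positive cells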
NTR1 agonist cell count 20 µM = further read-out of NTR1 agonist, marked with its call; cell count; measured here: cell count, cytotoxicity flag
Starred values were filed as active, the others as inactive; i = inactive; ? = inconclusive; . = no result given; & = joins results of further samples; [ ] = remark or other dose.

Molecule	NS5 inhibitors	NTR1 agonist	NTR1 agonist cell count 20 µM	Large T inhibition	PhoP inhibition	UTI89 phage lysis	West Nile antiviral	T cell modulator	T cell modulator vesicle-bound %	MgcRacGAP inhibition	RSV antiviral HEp-2
COc1ccccc1-c1noc(CCC(=O)NC2CCCC2)n1	1%	0.4	46	5%	-6%	0.3%[50 µM]	-0.5%	i	10	4%	1.1%
CC(=O)c1c2c3c(cccc3n(C)c1=O)C(=O)c1ccccc1-2	.	3.1	59	5%	8%	.	0.8%	i	48	.	2.7%
Cc1cccc(NC(=O)CSc2cc(C(=O)c3nccn3C)c3ccccc3n2)c1	1%	6.5	68	6%	15%	1.5%	-0.3%	i	34	3%	0.1%
COc1cc(NC(=O)CSC(=S)N2CCCC2)c(OC)cc1Cl	-5%	1.4	49	13%	5%	0.1%[50 µM]	.	i	33	-10%	-1.0%
COc1ccc(-c2cc(C(F)(F)F)nc(N3CCOCC3)n2)cc1	-2%	5.3	85	21%	-7%	4.2%	-0.3%	i	47	0%	5.9%
CCC(C)N(C(=O)COc1ccccc1C#N)C1CCS(=O)(=O)C1 (centres undefined)	-7%	-0.2	71	12%	-1%	1.2%[50 µM]	.	i	55	4%	-0.1%
COc1ccc(CCNCC(O)COc2cccc(C(C)=O)c2)cc1OC (centres undefined)	-3%	5.0	74	10%	-11%	0.2%	-0.1%	i	60	25%	-0.1%
Cc1c(C)n(Cc2ccc(F)cc2)c2ccc(C(=O)N3CCN(c4ccccn4)CC3)cc12	-2%	4.8	48	5%	-4%	0.1%	-0.9%	i	3	8%	14%
O=C(CSc1ccccn1)Nc1ccc2c(c1)C(=O)c1ccccc1C2=O	6%	.	.	15%	-6%	1.7%	-1.3%	i	36	9%	-1.1%
Cc1cc2oc(=O)c3c(c2cc1OC(=O)c1ccco1)CCCC3	-2%	2.5	46	10%	20%	1.8%	0.1%	i	21	7%	13%
O=C(NCc1ccc(C(F)(F)F)cc1)C1CC(c2ccccc2[N+](=O)[O-])=NO1 (centres undefined)	-8%	-0.8	60	6%&19%	-3%	-2.1%	-0.6%	i	40	11%	9.3%
CC(=O)Oc1ccc(/C=N/NC(=S)Nc2ccccc2)cc1	-3%	2.7	55	33%	-11%	1.0%[50 µM]	0.1%	i	30	10%	5.3%

Compound profiles (already shown). Order of values: NS5 inhibitors	NTR1 agonist	NTR1 agonist cell count 20 µM	Large T inhibition	PhoP inhibition	UTI89 phage lysis	West Nile antiviral	T cell modulator	T cell modulator vesicle-bound %	MgcRacGAP inhibition	RSV antiviral HEp-2
Cc1cccc(NC(=O)CSc2cc(C(=O)c3nccn3C)c3ccccc3n2)c1 is listed with 1%	6.5	68	6%	15%	1.5%	-0.3%	i	34	3%	0.1%
COc1ccccc1-c1noc(CCC(=O)NC2CCCC2)n1 is listed with 1%	0.4	46	5%	-6%	0.3%[50 µM]	-0.5%	i	10	4%	1.1%

Additional records follow.
Molecule	NS5 inhibitors	NTR1 agonist	NTR1 agonist cell count 20 µM	Large T inhibition	PhoP inhibition	UTI89 phage lysis	West Nile antiviral	T cell modulator	T cell modulator vesicle-bound %	MgcRacGAP inhibition	RSV antiviral HEp-2
CCCc1nnc(NC(=O)CC(=O)OCC)s1	-7%	-1.3	48	.	7%	0.5%	0.2%	i	27	3%	4.3%
CNC(=S)N/N=C/c1c(C)nn(-c2ccc(F)cc2)c1Cl	-4%	-0.7	63	10%	1%	0.4%	0.6%	i	46	7%	-0.5%
CC(C)(C)/C(Cn1cncn1)=N\OC(=O)Nc1ccc(Cl)cc1	.	-1.1	86	11%	-1%	3.0%	-0.2%	i	51	4%	2.1%
C=CCc1cccc(CNn2cnnc2)c1O	.	1.5	51	-1%	5%	4.6%	-0.2%	i	51	10%	0.0%
COC(=O)c1c(C)oc(C)c(C(=O)OC)c1=O	-8%	2.2	52	5%	3%	0.5%	0.4%	i	2	0%	1.8%
Cc1ccc(C(=O)c2c[nH]c(C(=O)NCc3cccnc3)c2)cc1	-7%	-1.6	86	5%	18%	0.2%	-0.7%	i	53	4%	3.1%
C=CCNc1nc(N)c([N+](=O)[O-])c(N2CCCCCC2)n1	4%	-0.9	93	7%	-9%	0.0%	-0.8%	i	23	6%	12%
C/C(=N\NC(=O)c1cccc(N2CCCC2=O)c1)c1ccc(N)cc1	2%	-0.7	40	7%	6%	0.6%	0.0%	i	27	4%	1.3%
Cc1ccc(-c2csc(NC(=O)c3cccc([N+](=O)[O-])c3)n2)cc1	-4%	5.0	58	4%	-1%	1.5%	.	i	57	4%	4.7%
CCn1c(SCC(=O)Nc2cccc(NC(C)=O)c2)nnc1C(C)C	-1%	-3.0	59	0%	-7%	3.8%	0.2%	i	46	7%	1.8%
COc1cc(C(=O)NCc2ccc(C)cc2)ccc1OCc1c(C)noc1C	-6%	0.1	39	8%	-6%	0.3%	0.0%	i	54	15%	1.0%
COc1ccc(OCC(O)CNC(=O)Nc2cccc3ccccc23)cc1 (centres undefined)	-5%	0.4	40	4%	-9%	0.3%	-0.2%	i	23	4%	0.2%
COC(=O)c1ccc(CNC(=O)C2CCC(=O)N(C3CCCCCC3)C2)cc1 (centres undefined)	-11%	-1.1	64	13%	-8%	0.1%	-0.3%	i	18	7%	1.7%
COc1ccc(NC(=O)CN2C(=O)NC(CC(C)C)C2=O)cc1S(=O)(=O)N1CCOCC1 (centres undefined)	-6%	6.0	61	.	.	-0.1%[50 µM]	.	i	57	-2%	2.3%
CC1=Cc2ccccc2C(C#N)N1C(=O)c1ccccc1 (centres undefined)	2%	-0.1	93	5%	-6%	0.0%	-0.6%	i	44	14%	5.0%
O=C(c1ccc2c3c(cccc13)C(=O)N(O)C2=O)N1CCCCC1	-1%	2.6	43	14%	-7%	-0.6%	0.5%	i	4	5%	2.9%
Cc1cc(C)nc(SCc2c(F)cccc2Cl)n1	3%	1.1	57	3%	-6%	0.1%	-0.4%	i	64	5%	1.1%
CN(C)/C=C(\C(=O)c1ccccc1)c1nnnn1-c1ccccc1	9%	-1.2	45	6%	-1%	0.2%	-0.1%	i	44	7%	3.0%
Cc1ccc(Nc2nnc(C3C(=O)N(C)C4(C)CC3c3cc(Br)ccc3O4)s2)cc1 (centres undefined)	-6%	6.6	52	-2%	32%	1.5%[50 µM]	1.2%	i	49	6%	3.8%
Cc1cccc(C(=O)Nc2ccc(C(=O)/C=C/c3cccnc3)cc2)c1	.	.	.	2%	0%	-0.6%	-1.6%	i	37	5%	-1.5%
Cc1[nH]c2ccccc2c1C(=O)CN1CC(C)CC(C)C1 (centres undefined)	1%	0.4	87	7%	-5%	-0.2%	0.6%	i	44	6%	1.6%
CCNC(=O)CCCOc1ccc(Cl)cc1Cl	-6%	0.1	66	9%	8%	-0.1%	?	i	35	5%	1.8%
CCOc1cc2c3c(c1)C(C)=CC(C)(C)N3C(=O)C2=O	3%	2.1	40	25%	-2%	-0.1%	-0.1%	i	34	3%	2.4%
O=C(c1ccc(NS(=O)(=O)c2ccc3[nH]c(=O)[nH]c3c2)cc1)N1CCCC(C(F)(F)F)C1 (centres undefined)	-4%	1.1	57	11%	-1%	0.7%[50 µM]	.	i	20	7%	-1.9%
O=C(Nc1ccn(Cc2ccccc2F)n1)c1ccc(COc2ccc(Cl)cc2Cl)o1	-2%	2.8	45	1%	-13%	2.9%	-0.6%	i	50	2%	12%
Cc1ccc(S(=O)(=O)N2CCC(C(=O)Nc3nnc(-c4ccco4)s3)CC2)cc1	0%	5.3	37	7%	12%	-0.3%	-0.3%	i	36	5%	2.5%
Cc1cc(C)cc(N2C(=O)C3C4C=CC(C4)C3C2=O)c1 (centres undefined)	1%	1.0	35	9%	0%	1.0%	0.3%	i	56	11%	1.9%
Clc1ccc(OCCCCN2CCc3ccccc3C2)cc1	-1%	-1.4	66	6%	5%	0.9%	-0.5%	i	56	5%	-2.1%
CC1Cc2ccccc2N1C(=O)CCn1cccn1 (centres undefined)	4%	0.4	54	3%	-4%	0.3%	-0.4%	i	8	8%	1.0%
O=[N+]([O-])c1cc(-c2nnc(-c3ccccc3)o2)ccc1Oc1ccc(Cl)cc1	1%	1.4	71	11%	-6%	0.5%	-0.5%	i	42	4%	0.4%
COc1ccc(-c2nc3ncccn3c2Nc2ccc3c(c2)OCCO3)cc1	-3%	-0.4	41	12%	-3%	-2.7%	.	.	.	9%	.
OCc1ncccc1O	-1%	1.1	42	3%	-4%	0.0%	-0.4%	i	14	8%	-0.3%
O=C(Cn1nc(-c2ccccc2)c2ccccc2c1=O)Nc1ccc(F)cc1	2%	2.1	47	4%	-7%	0.7%	-0.1%	i	22	6%	2.9%
Cc1ccc(NC(=O)CCC(=O)OCc2ccc(Br)cc2)cc1	-6%	-1.4	60	10%	-3%	1.9%[50 µM]	0.3%	i	9	9%	1.6%
CCOC(=O)c1cc(CC)sc1NC(=O)CC1SC(N)=NC1=O (centres undefined)	2%	-0.2	101	-3%	9%	0.0%	-1.7%	i	51	-2%	0.9%
CC(c1ccccc1)n1cc(C(=O)NCc2cccnc2)nn1 (centres undefined)	4%	-0.5	59	-1%	0%	1.9%	0.0%	i	65	6%	3.2%
COc1ccc(NC(=O)NCc2ccc(Cl)cc2)cc1	-7%	-1.3	44	10%	-4%	0.1%	-0.6%	i	18	3%	0.6%
Cc1ccccc1C(=O)NNC(=O)Nc1ccccc1	.	-0.2	63	8%	-4%	.	0.1%	i	44	.	1.1%
